Cneo AK release – causes C. neoformans cell lysis | 0.2% of 360,000 active | lysis activity, % at 15 µM | AID 651654 | adenylate kinase release luminescence, 4 h; normalised: neutral wells 0, clomiphene wells 100;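 active means mean lysis activity across replicates of at least 80%, whatever share of replicates individually reach that level; inactive means mean lysis activity below 80%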
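Material: C. neoformans cells; Schedule: 4 h static compound exposure, 37 °C, read 1 h post-reagent; Measured by: adenylate kinase release luminescence; Read-out: signal increase indicating cell lysis; Controls: Clomiphene as positive lysis control.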
GSIS activator – GLuc luminescence reporter in INS-1E cells, primary screen for activators of glucose-dependent secretion of insulin | INS-1E GLuc reporter insulin secretion, 2-3 h | 0.61% of 370,000 active | AID 743287 | activation, % at 16.6 µM;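 active means lowest replicate activation of at least 40%, so every replicate reaches that level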;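 further: 0% = median of neutral control wells and 100% = median of IBMX positive control wells; some compounds called inactive have numbers as strong as hits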
Statin myotox sup – suppressors of simvastatin-induced myotoxicity in C2C12 myotubes | ATP luminescence, 48 h; scaled: DMSO 0, geranylgeraniol control 100 | rescue of ATP level, % at 7.49 µM | 0.78% of 330,000 active | AID 602340;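 active means mean ATP rescue above about 67%, or every replicate alone reaching that limit, limit read from the data, passing the limit was not always enough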;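 further: myotubes were challenged with 10 µM simvastatin during compound exposure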
LGR2 inh – Drosophila LGR2 receptor signaling inhibition. 0.35% of 380,000 active. HEK293 LGR2, CRE-luciferase, bursicon-stimulated, 4 h. AID 720647. inhibition, % at 9.99 µM;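 active means drop in luminescence signal, shown as inhibition above about 50% in the replicate tests, limit read from the data, passing the limit was not always enough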;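 further: agonist challenge used bursicon conditioned medium at about half maximal strength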
ARNT-TACC3 inh – disruptors of human ARNT/TACC3 interaction | Q9Y6A5 | AlphaScreen His-ARNT PAS-B/GST-TACC3 binding, luminescence; TACC3 fragment carries E629A point mutation | inhibition, % at 9.99 µM | 0.66% of 390,000 active | AID 623870;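 active means mean inhibition of replicates at least 50% and at least half of replicates each reaching 50%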;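 further: 0% = complete ARNT plus TACC3 wells and 100% = ARNT alone without TACC3; many hits fall short of the cut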
PGC1a acetyl inh – modulators of PGC1a acetylation | U2OS PGC1a acetylation, AlphaScreen anti-acetyl-lysine; with virally co-expressed GCN5 acetyltransferase | inhibition, % at 15.6 µM | 0.17% of 350,000 active;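 active means every replicate shows inhibition of at least 40%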;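 further: 0% = neutral control wells and 100% = positive control wells; some results beyond the cut were filed as inactive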
PAX8 inh HTS – lowers PAX8-driven luciferase in RMG-I cells. inhibition, % at 12.6 µM. RMG-I TPO-luciferase reporter, SteadyGlo, 24 h. AID 652154. 1.2% of 360,000 active;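 active means mean replicate inhibition at least 60% with every replicate also reaching 60%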;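 further: luciferase light reporting Pax8 driven TPO promoter activity; plate controls were median of neutral control wells for no effect and mitoxantrone controls for full effect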
PglD DTNB – PglD (C. jejuni) enzyme inhibition. purified PglD enzyme, DTNB colorimetric CoA detection. inhibition, % at 12.5 µM. 0.098% of 360,000 active. AID 602405; in the data active means inhibition above about 16%, passing the limit was not always enough; further: strong numbers were not always called active
Numbers without * were called inactive; . = no result given; & = joins results of further samples.

SMILES	Cneo AK release	GSIS activator	Statin myotox sup	LGR2 inh	ARNT-TACC3 inh	PGC1a acetyl inh	PAX8 inh HTS	PglD DTNB
C[C@@H]1CN([C@H](C)CO)C(=O)Cc2cc(NC(=O)Cn3cnnn3)ccc2O[C@@H]1CN(C)C(=O)Nc1cccc2ccccc12	-6	-5	26	11	0	-4	23	-3
CC(NC(=O)COC(=O)c1ccc([N+](=O)[O-])o1)c1ccccc1 (configuration not stated)	1	-7	0	-23	29*	-1	0	1
C=CCN1Cc2ccccc2[C@H]2OC(c3ccc(OCCCO)cc3)=N[C@@]2(CCC(=O)OC(C)(C)C)C1=O	-2	.	.	.	-2	.	10	-5
CS(=O)(=O)N(CC(=O)N1CCC(C(N)=O)CC1)Cc1ccc(Cl)c(Cl)c1	1	8	-8	5	-3	10	-4	-4
CCC1CN(C(=O)NCc2ccc(F)cc2)c2ccccc2O1 (configuration not stated)	0	-16	-5	5	-9	-2	-4	-2
CC(C)CNc1nc(N)c([N+](=O)[O-])c(NCc2ccccc2)n1	0	0	51	-6	-4	-6	0	-9
O=S(=O)(NC1CC2CCC1C2)c1ccc(Cl)cc1 (configuration not stated)	-2	.	2	.	-3	-9	2	6
C[C@H](CO)N1C[C@H](C)[C@H](CN(C)Cc2cncnc2)Oc2ncc(C#CC(C)(C)O)cc2C1=O	8	5	-4	-3	-6	11	.	-1
CCC(C)NC(=O)Cn1c(=O)n(CCCCC(=O)NCc2ccco2)c(=O)c2ccccc21 (configuration not stated)	0	4	.	-20	.	-10	.	2
C[C@H](NC(=O)C[C@@H]1CC[C@H]2[C@@H](COC[C@@H](O)CN2C(=O)Nc2ccccc2)O1)c1ccccc1	0	-4	14	-15	-4	-2	-15	0
C=CCNc1nc(SCC=C)nc2ccsc12	2	34	3	-29	-30	-19	.	-2
CCOC(=O)c1sc(NC(=O)/C=C/c2cnn(CC)c2C)c(C(=O)OCC)c1C	1	54	4	.	-2	-4	.	1

Some of these compounds in order of the PglD DTNB value, low to high.
| Structure | PglD DTNB |
| --- | --- |
| CS(=O)(=O)N(CC(=O)N1CCC(C(N)=O)CC1)Cc1ccc(Cl)c(Cl)c1 | -4 |
| C[C@@H]1CN([C@H](C)CO)C(=O)Cc2cc(NC(=O)Cn3cnnn3)ccc2O[C@@H]1CN(C)C(=O)Nc1cccc2ccccc12 | -3 |
| CCC1CN(C(=O)NCc2ccc(F)cc2)c2ccccc2O1 (configuration not stated) | -2 |
| C[C@H](CO)N1C[C@H](C)[C@H](CN(C)Cc2cncnc2)Oc2ncc(C#CC(C)(C)O)cc2C1=O | -1 |
| CC(NC(=O)COC(=O)c1ccc([N+](=O)[O-])o1)c1ccccc1 (configuration not stated) | 1 |
| CCC(C)NC(=O)Cn1c(=O)n(CCCCC(=O)NCc2ccco2)c(=O)c2ccccc21 (configuration not stated) | 2 |

Entries above shown as hits in ARNT-TACC3 inh:
| smiles | GSIS activator | LGR2 inh | ARNT-TACC3 inh | PGC1a acetyl inh | PglD DTNB |
| --- | --- | --- | --- | --- | --- |
| CC(NC(=O)COC(=O)c1ccc([N+](=O)[O-])o1)c1ccccc1 (configuration not stated) | -7 | -23 | 29* | -1 | 1 |

Following part.
SMILES	Cneo AK release	GSIS activator	Statin myotox sup	LGR2 inh	ARNT-TACC3 inh	PGC1a acetyl inh	PAX8 inh HTS	PglD DTNB
CCCn1nc(NC(=O)c2ccncc2)c2cc3ccccc3nc21	-2	.	-1	.	0	9	.	-4
CO[C@@H]1CN(C)C(=O)c2cc(NC(=O)Nc3ccc(Cl)c(Cl)c3)ccc2OC[C@H](C)NC[C@H]1C	-7	13&16	-20	19	.	-1	-6	2
CC(=O)N1c2ccc(S(=O)(=O)NCCC(=O)Nc3ccc(Cl)cc3)cc2CC1C (configuration not stated)	3	.	3	-9	.	2	27	-1
CNS(=O)(=O)c1cc(Nc2ncnc3sccc23)ccc1C	0	-3	-12	-5	4	5	-18	-3
COc1ccccc1NC(=O)c1oc2ccc(C)cc2c1C	-7	-27	-12	-58	-5	3	.	6
Cc1sc2ncnc(SCC(=O)N3CCCC3)c2c1C	14	.	11	.	27	3	.	-4
C[C@@H]1CN([C@H](C)CO)C(=O)c2cccc(NS(=O)(=O)c3ccc(F)cc3)c2O[C@@H]1CN(C)Cc1ccc2c(c1)OCO2	-2	32	2	4	-6	0	-1	8
Cc1cc(C(=O)Nc2ccc(F)cc2C)n(-c2ccccc2)n1	.	8	.	-10	2	-6	6	.
CCCSC(=O)N(CC)CC(=O)Nc1c(CC)cccc1CC	-1	.	1	.	-2	-39	.	2
N#Cc1ccc(Cl)cc1NC(=O)CN1C(=O)C(=O)N(CCC2=CCCCC2)C1=O	0	-5	1	9	.	5	21	6
COc1cc(Cl)c(S(=O)(=O)N2CC(C)OC(C)C2)cc1Cl (configuration not stated)	-1	.	0	.	-1	-89	0	-2
O=C(CCN1CCCCC1)Nc1cccc(Cl)c1	3	36	4	-9	7	-5	.	0
O=S(=O)(O)c1ccc(O)c2cc(Nc3ccccc3)ccc12	2	.	-4	.	3	7	27	2
CC(C)NC(=O)N1CCCCN2[C@H](CO)[C@@H](c3ccc(C#Cc4ccccc4)cc3)[C@H]2C1	0	-9	.	-7	16	-7	23	-1
CC(=O)c1cccc(-n2nnnc2SCC(=O)Nc2cccc(NC(=O)c3ccco3)c2)c1	8	.	-13	.	1	1	10	-4
CCOc1ccc(S(=O)(=O)n2nc(C)c(S(=O)(=O)N3CCOCC3)c2C)cc1	0	1	-23	-12	0	.	2	1
C[C@H](CO)N1C[C@H](C)[C@@H](CN(C)CC2CCCC2)Oc2cc(C#CC(C)(C)O)ccc2S1(=O)=O	19	2	-66	-19	-5	-19	.	1
O=C(C[C@@H]1C=C[C@@H](NC(=O)c2ccccc2)[C@H](CO)O1)NCCc1ccncc1	1	12	3	4	-10	10	2	-2
CC1CCCCC1NC(=O)CO/N=C/c1ccc(OC(F)F)cc1 (configuration not stated)	.	4	.	3	-7	2	-11	.
C/C(=N\NC(=O)c1ccc(O)cc1)c1ccc2c(c1)Nc1ccccc1S2	-2	5	-17	-31	.	-12	-9	1
O=S(=O)(Nc1nc2ccccc2[nH]1)c1ccc(Cl)cc1	0	.	7	.	-28	8	.	-3
OC(c1ccccc1)(c1nc(-c2cccc(C(F)(F)F)c2)cs1)C(F)(F)F (configuration not stated)	-13	106*	-7	-10	.	5	-4	2
O=C1[C@H](Cc2ccccc2)NCCCC[C@@H](c2ccc(Cl)cc2)N1Cc1ccccc1	9	-11	-7	10	15	.	15	-2
O=C(NC1CCCc2ccccc21)C1CCCC1 (configuration not stated)	-25	0	22	0	-12	.	-10	0
Clc1ccccc1-c1nn2c(Cn3cnc4ccccc43)nnc2s1	-2	8	0	.	2	8	.	-4
Cc1cc(NC(CC(C)C)C(=O)O)nc(Cc2ccccc2)n1 (configuration not stated)	4	-3	18	-10	12	14	.	-2
O=C(Cn1cnc2sc(-c3ccccc3)cc2c1=O)N1CCOCC1	1	13	-7	1	-14	-7	.	0
CCc1ccc2[nH]c(=O)c(CN(CCCN3CCOCC3)C(=O)Nc3cccc(Cl)c3)cc2c1	5	.	.	.	1	-22	.	2
C[C@@H]1CN([C@H](C)CO)C(=O)Cc2cc(NS(=O)(=O)c3ccccc3)ccc2O[C@@H]1CN(C)Cc1ccc(C(=O)O)cc1	.	32	-9	-9	.	-9	.	.
CC(=O)N1CCN(S(=O)(=O)c2cccc(C(=O)OCC(=O)NC(=O)c3cccn3C)c2)CC1	.	-5	.	-2	-10	.	-7	.
C[C@H]1CN(C2CCCCC2)C(=O)[C@@H]1CC(=O)Nc1ccc(Br)cc1	-1	-33	-3	-9	.	.	12	1
CCN(CC)CCNc1nc(-c2ccccc2)c2c(c1C#N)CC(C)(C)OC2	2	.	.	.	-7	0	.	-6
O=S(=O)(c1ccc(S(=O)(=O)N(Cc2ccco2)Cc2ccccc2Cl)cc1)N1CCCC1	-1	.	94*	.	-8	10	.	0
COc1ccc(Nc2nc(N)nc(CSc3nccc(C)n3)n2)cc1	0	.	.	.	1	-12	.	-6
COc1ccc2nc3cc(Cl)ccc3c(Nc3ccc(O)c(CN4CCN(C)CC4)c3)c2c1	.	-15	.	-55	30	0	-33	.
COc1ccc(C(=O)Oc2ccc(C)cc2)cc1S(=O)(=O)N1CCOCC1	-4	-11	-1	6	.	-14	10	-5
N#Cc1ccccc1CSc1nc2ccsc2c(=O)n1Cc1ccccn1	3	34	6	1	-18	.	-8	6
O=S(=O)(c1ccccc1)N1CC[C@@H]2[C@H]1c1cc(Br)ccc1N[C@@H]2CO	8	7	24	0	-1	5	-27	10
CNc1c(NS(=O)(=O)c2ccc(Br)cc2)c(=O)oc2ccccc12	2	-11	14	13	6	.	-4	-6
CCOC(=O)[C@@H]1[C@H]2COc3ccc(Br)cc3[C@@H]2N2C(=O)N(c3ccc(F)cc3)C(=O)[C@@]12C	0	-13	3	-10	-5	-5	5	-5
CCc1nnc(NC(=O)Cc2c[nH]c3ccccc23)s1	.	-6	.	-26	-6	.	19	.
C[C@@H]1CCCCO[C@@H](CN(C)C(=O)Cc2ccccc2)[C@H](C)CN([C@@H](C)CO)C(=O)c2cc(NC(=O)NC3CCCCC3)ccc2O1	4	-5	.	11	-5	-17	-28	2
C[C@@H]1CN([C@H](C)CO)S(=O)(=O)c2ccc(C#Cc3ccccc3)cc2O[C@H]1CN(C)C(=O)c1ccccn1	-1	-13	-38	-4	-2	-6	13	0
COc1ccc(-c2ccc(C3[C@@H]4CN(C(=O)Nc5ccccc5F)C[C@H]3N4)cc2)cc1 (some centres not stated)	.	-6	.	-8	.	-6	21	.
C=CCNC(=O)Nc1ccc2oc(C)nc2c1	-2	2	-3	1	-10	0	.	-4
Cc1ccc(N(C(=O)C(F)(F)F)C(C(=O)NC2CCCCC2)c2cccs2)cc1C (configuration not stated)	-2	.	-39	.	-1	2	.	0
O=C(OCCc1ccccc1)c1cc(O)c(O)c(O)c1	-9	-39	14	-12	2	8	-108	5
CC(C)(CO)C(O)C(=O)NCCC#N (configuration not stated)	0	-6	3	3	-9	-12	.	-8
COc1ccc2cc(/C=C/C(=O)N3CCN(CC(=O)N4CCCCCC4)CC3)ccc2c1	-1	.	.	.	1	-7	.	3
Cc1ccc(C2NC(=O)c3sc(=S)n(-c4ccccc4)c3N2)cc1 (configuration not stated)	1	2	31	-4	9	12	7	-1
CCCCCNC(=O)C(=O)C1C(=O)Nc2ccccc21 (configuration not stated)	11	12	-10	5	11	5	42	0
Cc1ccc(S(=O)(=O)N(C)C[C@@H]2OCCCC[C@@H](C)Oc3ccc(NC(=O)C4CCCCC4)cc3C(=O)N([C@@H](C)CO)C[C@H]2C)cc1	-6	0	51	5	-6	-4	7	-1
CC(=O)NC(Cc1ccccc1)Cc1ccccc1	1	2	17	2	-5	.	2	-2
CC(C)NC(=O)N(C)C[C@H]1Oc2c(NC(=O)Nc3ccccc3)cccc2C(=O)N([C@@H](C)CO)C[C@@H]1C	-2	10	-10	-7	-2	-7	-8	0
Cc1c(Br)c([N+](=O)[O-])nn1CC(=O)N1CCN(C23CC4CC(CC(C4)C2)C3)CC1	1	-16	-2	-8	-1	-9	10	-3
CCCNC(=O)N1C[C@@H]2[C@H](c3ccccc31)[C@H](CO)N2Cc1cc(F)ccc1F	-5	-6	10	10	0	-2	0	-1
COc1ccc(NC(=O)Nc2ccc3c(c2)C(=O)N([C@@H](C)CO)C[C@H](C)[C@@H](CN(C)C(=O)Cc2ccccc2)OCCCC[C@H](C)O3)cc1	0	-23	.	15	6	8	23	4
Cc1ccc(NC(=O)/C(=C\c2cccnc2)NC(=O)c2ccccc2)cc1	-1	7	13	12	-5	-3	-7	4
CC(=O)N1CCN(c2ccc(NC(=O)c3cccc(Cl)c3Cl)cc2)CC1	-1	-3	-5	1	-2	-22	7	1
O=[N+]([O-])c1ccc(/C=C/c2ccc3cccc([N+](=O)[O-])c3n2)cc1	.	7	.	-20	1	.	0	.
COc1cc2c(C(=O)NCCCOC(C)C)cn(CC(C)C)c(=O)c2cc1OC	1	.	-16	.	-8	-12	-3	2

Source: PubChem (Broad Institute)
